Bioassay records from PubChem.
SRC1 inh – SRC1 coactivator transcriptional activity inhibitors, primary screen, cell-based, luminescence; Nuclear receptor coactivator 1 (Homo sapiens), Q15788; HEK293 GAL4-SRC1 luciferase reporter; inhibition, % at 3.6 µM; actives 0.12% (n = 360,000);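 active = inhibition above the campaign mean plus 3 SD, with each screening campaign given its own cutoff, cut at about 60% in these data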;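 also: 0% = DMSO treated cells and 100% = gossypol at 36 µM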
Target sequence (Q15788 whole entry, looked up, the tested form may be a part): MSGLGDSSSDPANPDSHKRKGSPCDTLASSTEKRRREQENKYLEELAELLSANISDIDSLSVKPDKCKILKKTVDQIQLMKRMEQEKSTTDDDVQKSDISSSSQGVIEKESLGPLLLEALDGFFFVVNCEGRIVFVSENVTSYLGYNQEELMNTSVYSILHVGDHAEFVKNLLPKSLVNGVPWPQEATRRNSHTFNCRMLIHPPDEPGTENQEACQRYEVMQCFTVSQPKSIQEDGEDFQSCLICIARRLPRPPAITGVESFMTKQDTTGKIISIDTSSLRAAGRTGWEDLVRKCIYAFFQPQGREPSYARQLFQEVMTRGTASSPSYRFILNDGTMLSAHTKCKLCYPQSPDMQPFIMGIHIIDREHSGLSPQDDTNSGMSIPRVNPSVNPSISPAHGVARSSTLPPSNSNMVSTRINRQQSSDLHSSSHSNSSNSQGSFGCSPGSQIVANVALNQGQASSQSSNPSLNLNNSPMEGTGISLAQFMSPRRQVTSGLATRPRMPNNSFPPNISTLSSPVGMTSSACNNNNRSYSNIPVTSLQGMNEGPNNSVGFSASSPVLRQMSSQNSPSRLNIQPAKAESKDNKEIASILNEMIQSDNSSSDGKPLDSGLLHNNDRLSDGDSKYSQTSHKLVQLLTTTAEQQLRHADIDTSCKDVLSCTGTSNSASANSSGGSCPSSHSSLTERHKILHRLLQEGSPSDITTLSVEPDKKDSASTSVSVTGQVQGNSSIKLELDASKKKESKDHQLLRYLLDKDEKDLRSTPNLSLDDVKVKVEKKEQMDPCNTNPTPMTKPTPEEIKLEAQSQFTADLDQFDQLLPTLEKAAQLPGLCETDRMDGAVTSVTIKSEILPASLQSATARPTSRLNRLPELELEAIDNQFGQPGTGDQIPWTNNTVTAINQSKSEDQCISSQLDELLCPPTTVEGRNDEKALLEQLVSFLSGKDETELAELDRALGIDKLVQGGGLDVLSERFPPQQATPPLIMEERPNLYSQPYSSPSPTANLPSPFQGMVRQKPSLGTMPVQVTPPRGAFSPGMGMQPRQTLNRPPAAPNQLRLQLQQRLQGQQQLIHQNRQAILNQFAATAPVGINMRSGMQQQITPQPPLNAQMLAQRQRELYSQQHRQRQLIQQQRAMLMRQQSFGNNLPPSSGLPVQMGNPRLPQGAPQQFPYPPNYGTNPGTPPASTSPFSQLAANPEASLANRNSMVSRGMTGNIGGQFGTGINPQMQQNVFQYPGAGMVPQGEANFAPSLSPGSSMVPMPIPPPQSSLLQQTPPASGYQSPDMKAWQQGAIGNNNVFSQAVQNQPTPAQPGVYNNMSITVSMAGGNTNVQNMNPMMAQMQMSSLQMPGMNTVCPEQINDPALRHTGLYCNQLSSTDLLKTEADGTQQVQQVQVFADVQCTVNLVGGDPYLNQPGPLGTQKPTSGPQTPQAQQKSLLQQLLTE
TROY NFkB inh – inhibitors of TROY-driven NF-kB signaling, primary screen, Q293 LMP1-TROYcd cells, NF-kB luciferase, uHTS; Q293 LMP1-TROYcd NF-kB luciferase reporter, 4 h; inhibition, % at 10 µM; actives 0.98% (n = 360,000);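 active = compounds whose plate-normalised and pattern-corrected inhibition of the luciferase reporter signal at the single screening dose is 50% or more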
NR2F2 inh – NR2F2 transcriptional activity inhibitors, primary screen, cell-based, luciferase reporter, HEK293T, luminescence; COUP transcription factor 2 (Homo sapiens), P24468; HEK293T NGFI-A luciferase reporter; inhibition, % at 8.6 µM; actives 0.7% (n = 370,000);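 active = inhibition above a per-plate cutoff, mean inhibition of test wells between control levels plus 3 SD, cut at about 38% in these data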;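 also: cells cotransfected with COUP-TFII expression vector driving the NGFI-A reporter; 0% = median of COUP-TF2 test wells and 100% = reporter-only cells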
TWEAK-Fn14 inh – inhibitors of TWEAK-Fn14 signaling, primary screen, luciferase reporter cells, uHTS. TWEAK-stimulated Fn14 reporter cells, luciferase luminescence, 8 h. inhibition, % at 10 µM. actives 2% (n = 360,000); in the data active = inhibition above about 50%
Exocytosis inh – LAMP-1 surface exposure blockers, TALL-104 cells – cell-based, flow cytometry, MLPCN library, primary screen | TALL-104 LAMP-1 surface exposure; cells stimulated with thapsigargin and PMA | inhibition, % at 10 µM | actives 0.66% (n = 360,000) | AID 651702, 2012;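 active = inhibition above about 55%, limit read from the data; inconclusive = no clear call, values can overlap the other calls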
NCOA3 inh – SRC3 coactivator transcriptional activity inhibitors, primary screen, cell-based, luminescence | Nuclear receptor coactivator 3 (Homo sapiens), Q9Y6Q9 | HEK293 GAL4-SRC3 luciferase reporter | inhibition, % at 3.6 µM | actives 0.17% (n = 360,000);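 active = inhibition above a per-campaign cutoff, the mean of all compounds plus 3 SD, cut at about 60% in these data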;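 also: 0% = DMSO-treated cells and 100% = gossypol-treated cells at 36 µM; higher means less SRC3-driven luciferase light from the GAL4 reporter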
SRC2 inh – inhibition of GAL4-SRC2 driven luciferase reporter, primary screen, SRC2 inhibitor project, cell-based, luminescence; HEK293 GAL4-SRC2 luciferase reporter; Nuclear receptor coactivator 2 (Homo sapiens), Q15596; AID 651957, 2012; actives 0.17% (n = 370,000); inhibition, % at 9 µM;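 active = inhibition above the mean inhibition of all tested compounds plus 3 SD, set per campaign, cut at about 52% in these data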;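 also: 0% = DMSO treated cells and 100% = cells given Gossypol at 36 µM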
LRH-1 inv ag – LRH-1 (NR5A2) inverse agonists, primary screen, cell-based, luminescence, HEK293T, StAR-luciferase reporter; Nuclear receptor subfamily 5 group A member 2 (Homo sapiens), O00482; LRH-1 transfected, 24 h; inhibition, % at 3.6 µM; actives 0.13% (n = 360,000); AID 602396, 2012;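 active = inhibition above the mean inhibition of all tested compounds plus 3 SD, cut at about 73% in these data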;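 also: 0% = DMSO wells and 100% = reporter-only cells lacking LRH-1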
ABHD5 PLIN5 PPI – ABHD5-PLIN5 interaction inhibitors, primary screen, cell lysate, split luciferase complementation, luminescence | Split G. princeps luciferase complementation, 4 h | Perilipin-5 (Homo sapiens) + 1-acylglycerol-3-phosphate O-acyltransferase ABHD5 (Homo … | actives 0.78% (n = 360,000) | AID 602281, 2012 | inhibition, % at 4 µM;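 active = inhibition above the mean inhibition across every tested compound plus 3 SD, cut at about 22% in these data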;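 also: 0% = DMSO only wells and the 100% control is not disclosed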
NOD2-RIPK2 inh – NOD2-RIPK2 binding disruptors in cells, primary screen, fluorescence, CHO cells, BLA complementation; Receptor-interacting serine/threonine-protein kinase 2 (Homo sapiens), O43353; CCF4 ratio; inhibition, % at 4.98 µM; actives 0.38% (n = 360,000); in the data active = inhibition above about 21%;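 also: 0% = vehicle only and 100% = reference blocker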
TLR9-MyD88 block – inhibitors of TLR9-MyD88 association in cells, primary screen, cell-based, CHO, BLA complementation, fluorescence | inhibition, % at 4.98 µM | actives 0.21% (n = 340,000) | Toll-like receptor 9 (Homo sapiens) + Myeloid differentiation primary response protein … | CCF4 FRET ratio;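 active = inhibition above the mean over all tested compounds plus 3 SD, cut at about 21% in these data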;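 also: 0% = DMSO only wells and 100% = clavulanate BLA inhibitor control wells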
Numbers without * were called inactive; u = inconclusive; x = no result given. Only part of the results is shown, so the mix of outcomes need not match the whole.

SMILES	SRC1 inh	TROY NFkB inh	NR2F2 inh	TWEAK-Fn14 inh	Exocytosis inh	NCOA3 inh	SRC2 inh	LRH-1 inv ag	ABHD5 PLIN5 PPI	NOD2-RIPK2 inh	TLR9-MyD88 block
Cc1ccc(C(=O)NC2CC(C)(C)NC(C)(C)C2)cc1S(=O)(=O)N1CCCCC1	-9	22	-14	8	-5	6	-10	1	2	-9	0
N#CC(Cc1cccs1)c1nc2ccccc2[nH]1 (stereo not given)	-17	-40	-5	-2	-4	-26	3	9	9	-4	2
Cc1cc(NC(=O)CSc2nc3cc(Cl)ccc3s2)no1	12	-21	6	0	1	6	3	5	-3	-17	-1
CCOC(=O)c1c(/N=C/C2=C(O)CC(C)(C)CC2=O)sc(C)c1C	1	-5	1	10	3	9	-7	12	-9	-7	-5
COc1cc(C#Cc2c(-c3cncn3C)n(C)c3ccc(Br)cc23)cc(OC)c1	-2	17	-15	-3	-3	-9	6	-6	10	4	-8
CC1CCc2sc(C(=O)NN)cc2C1 (stereo not given)	-24	30	11	3	0	-21	-29	8	0	9	8
C[C@H]1CN([C@@H](C)CO)C(=O)CCCn2cc(nn2)CO[C@@H]1CN(C)C(=O)Nc1cccc(F)c1	-1	-17	-10	6	-2	10	5	-14	8	-2	2
CC1CCN(C(=O)CSc2nnc(-c3ccco3)o2)CC1	-9	-23	-9	0	1	-15	-24	-3	3	0	3
COC(=O)c1c[nH]c(=O)c2ccccc12	2	-16	-9	0	-1	14	2	5	-1	2	-2
Cc1cccc(Sc2nc(-c3ccccc3)ccc2C#N)c1	5	-25	12	-2	-4	-3	-2	-1	0	-7	-5
COc1ccc(CNC(=O)COC(=O)CCN2C(=O)C3CC=CCC3C2=O)cc1OC (stereo not given)	-20	11	1	2	2	-31	-15	0	1	-7	-1
O=C(Nc1ccc(OC(F)(F)F)cc1)Oc1ccccc1N1CCOCC1	0	-4	-2	8	2	13	-25	10	-5	-1	-1
Cc1cccc(NC(=O)c2cc3c(=O)n4ccccc4nc3s2)c1	-13	-37	2	-55	-6	-2	5	1	-11	8	-12
CCOC(=O)c1ccc(S(=O)(=O)n2c(=O)oc3ccccc32)cc1	-8	11	5	8	-6	-1	-7	-4	-2	-1	-8
OCC1OC(n2cnc3c(NCc4ccco4)ncnc32)C(O)C1O (stereo not given)	51	15	-5	32	-1	63*	-11	57	-11	3	-13
O=C(N/N=C/c1ccc(Cl)cc1Cl)C(=O)NC1CC1	-10	3	12	-22	1	16	-13	-14	1	9	-5
CCC(=O)N1CCc2cc(Br)cc(S(=O)(=O)NCc3ccccc3OC)c21	3	-9	-13	-10	29	-6	-29	-10	-2	-5	-3
COc1cc(CNc2ccc3[nH]c(=O)[nH]c3c2)ccc1OCC(=O)NC(C)(C)C	-8	-30	16	-15	0	-9	-1	-16	4	-2	-15
COC(=O)c1ccsc1NC(=O)CN1CCN(c2ncccn2)CC1	28	2	12	-26	1	3	-9	6	6	-4	-6
CCN(CC)CC#CC(O)(c1ccccc1)c1ccccc1	12	-23	9	6	1	16	5	-6	7	-13	1
Cc1cccc(N2CCN(C(=O)N3CCOCC3)CC2)c1C	-4	11	-1	20	-4	16	-11	-4	1	-8	-2
CN1CC(=O)N(CC(=O)NCc2ccc(F)cc2)c2ccccc2C1=O	8	21	-9	-6	1	-3	-16	8	0	-8	-4
COC(c1ccc(Cl)cc1)(c1ccc(Cl)cc1)C(Oc1nccc(C)n1)C(=O)O (stereo not given)	6	-7	1	27	6	7	-11	1	-6	3	-6
COc1cc(NC(=O)C2C3CCC(O3)C2C(=O)O)cc(OC)c1 (stereo not given)	0	19	4	12	-8	-12	-1	-1	-7	0	11
O=C(CSc1nnc(-c2cccs2)n1-c1ccccc1)N1CCCc2ccccc21	-15	-7	-5	28	2	3	26	10	6	1	-14

(more compounds)
SMILES	SRC1 inh	TROY NFkB inh	NR2F2 inh	TWEAK-Fn14 inh	Exocytosis inh	NCOA3 inh	SRC2 inh	LRH-1 inv ag	ABHD5 PLIN5 PPI	NOD2-RIPK2 inh	TLR9-MyD88 block
O=C(N/N=C/c1ccccn1)c1ccc(NC(=O)c2ccccc2Cl)cc1	5	-1	-10	18	-8	6	5	5	-1	-9	4
COC(=O)c1cc(C(=O)Nc2cc(C)ccn2)cc([N+](=O)[O-])c1	-4	10	-17	-3	-2	7	-9	-9	3	-6	10
O=C(Nc1ccc(S(=O)(=O)N2CCOCC2)cc1)C1COc2ccccc2O1 (stereo not given)	-21	-24	-7	4	0	17	-29	-16	-10	-2	-3
CCOC(=O)C1(CC2CC2)CCN(S(=O)(=O)C[C@]23CC[C@H](CC2=O)C3(C)C)CC1	6	6	-3	0	-2	4	14	-6	-5	0	1
O=C(CSc1nccn1-c1ccc(Cl)cc1)N1CCCc2ccccc21	3	13	4	0	1	17	-3	3	3	5	-8
O=C(NC(c1ccccc1)c1ccccc1)c1ccc(=O)[nH]n1	-10	-22	-1	-14	-1	3	3	20	0	5	x
CCOc1ccc(NC(=O)Cn2nnc(C(=O)NCCc3ccc(OC)c(OC)c3)c2N)cc1	-3	14	4	-33	-1	13	-21	5	1	1	-12
CCOC(=O)N1CCN(C(=O)COc2ccc(Br)cc2)CC1	4	x	1	15	2	4	-17	8	1	1	-5
Cc1ccc(S(=O)(=O)N2C[C@@]3(O)Cn4c(=O)ccc(=O)n4C[C@@]3(OC(=O)NCC3CCCCC3)C2)cc1	x	-8	-25	-4	-4	x	-13	-24	37*	-16	x
Cn1c(SCc2nc3ccccc3[nH]2)nnc1-c1cccs1	5	-10	-9	0	-2	16	-32	5	-5	0	0
COC(=O)c1ccc(NC(=O)C[n+]2ccccc2C)cc1	1	-14	4	14	-3	-3	-14	-11	7	2	2
Cc1cc(NC(=O)C(C)SCC(=O)OC(C)C(=O)Nc2ccc(F)cc2Cl)no1 (stereo not given)	-19	15	-22	-5	1	17	6	-1	7	4	4
CC1(C)NC(=O)N(CC(=O)OCC(=O)c2ccc(F)cc2)C1=O	-32	1	-10	-3	0	-13	-41	3	12	8	0
Cc1ccc2cc(CCNC(=O)c3ccc(Br)o3)c(=O)[nH]c2c1	-4	13	3	9	-1	2	13	13	0	-11	-2
COc1ccc(OCC(=O)N2CCc3ccccc32)c([N+](=O)[O-])c1	-40	-40	-37	7	-8	-55	-45	-40	-2	-5	-15
N/C(=N\OC(=O)Cc1ccccc1[N+](=O)[O-])c1cccnc1	0	-15	5	14	0	4	-16	25	-1	15	7
Cc1nccn1CC(=O)c1ccc(O)c(O)c1	2	6	21	3	14	-10	8	-10	-5	13	8
CC(NC(=O)CN(C)CC(=O)Nc1ccccc1Br)c1ccccc1 (stereo not given)	-13	-5	-1	-8	3	-8	-45	0	4	-6	8
Cc1ccc2nc(NCCC(=O)O)nc(-c3ccccc3)c2c1	6	-11	-15	20	-9	4	4	3	-1	1	0
Cc1cc(C(=O)NCc2ccco2)no1	-16	13	3	-9	-3	14	2	6	5	5	1
CC1C(C(=O)Nc2ccccc2)CCCC1(C)C(=O)O (stereo not given)	-9	4	15	4	0	1	-25	14	3	4	1
Cc1cccc(C)c1OCC(=O)Nc1cccc(S(=O)(=O)N2CCCCCC2)c1	-16	5	15	-33	-2	8	-16	10	-7	-5	-5
O=C(NCc1ccc2c(c1)OCO2)c1ccc(N2CCCCCC2)c([N+](=O)[O-])c1	-34	-4	-2	-24	-7	3	-7	8	1	1	10
O=C(C[n+]1ccccc1)N/N=C/c1ccc(C(=O)O)cc1	-10	9	-3	3	-2	6	-18	-2	3	1	0
COc1cc(S(=O)(=O)NCc2ccccc2Cl)ccc1-n1cnnn1	27	-22	2	-1	-2	-23	13	-21	0	1	-6

An excerpt from above in order of the NR2F2 inh value, descending.
structure	NR2F2 inh
COC(=O)c1ccc(NC(=O)C[n+]2ccccc2C)cc1	4
Cc1cc(C(=O)NCc2ccco2)no1	3
CCOC(=O)C1(CC2CC2)CCN(S(=O)(=O)C[C@]23CC[C@H](CC2=O)C3(C)C)CC1	-3

(further entries)
SMILES	SRC1 inh	TROY NFkB inh	NR2F2 inh	TWEAK-Fn14 inh	Exocytosis inh	NCOA3 inh	SRC2 inh	LRH-1 inv ag	ABHD5 PLIN5 PPI	NOD2-RIPK2 inh	TLR9-MyD88 block
O=C(NCCCN1CCOCC1)c1c(-c2ccccc2)sc2ccccc12	-5	0	12	2	0	-23	2	-19	-1	13	1
O=C(CSc1nnnn1-c1ccccc1)N1CCNC1=O	5	-23	-23	12	4	13	-5	-3	4	3	8
COc1ccc(/C(O)=C2/C(=O)C(=O)N(CCN3CCOCC3)C2c2ccccn2)cc1 (stereo not given)	-88	-21	-30	5	-1	-76	-78	-125	-2	-2	-18
CC(C)(CC(=O)N1CCN(c2ccc(Cl)cc2)CC1)CC1=NS(=O)(=O)c2ccccc2N1	-4	39	37	54*	1	5	-14	-6	9	1	-3
CCOC(=O)NNC(=O)c1ccc(Cl)cc1	-2	-1	-3	-7	2	-12	6	-7	-14	8	2
COc1cccc(CNC(=O)Cn2nc(-c3ccc(Cl)cc3)ccc2=O)c1	-12	-9	7	-2	4	2	-5	1	0	-5	13
COc1ccc(Cl)cc1Nc1nc(C)nc2c1oc1ccccc12	-16	-25	-1	2	9	-12	-11	-12	-1	0	0
Cc1ccc(S(=O)(=O)NCCc2nnc(SCc3cccnc3)n2C)cc1	-4	7	7	-12	-5	6	-8	8	1	-10	3
Cc1ccc(S(=O)(=O)N2CCN(c3ccccc3)CC2)c(C)c1	2	2	-1	20	8	10	6	11	10	8	2
Cc1ccc2nc(-c3cccc(Br)c3)c(Cc3ccccn3)n2c1	-116	-21	-45	4	-2	-130	-19	-107	-1	-1	x
CCN(C(=O)CSc1nnc(Cn2nnc3ccccc32)o1)c1nc(-c2ccccc2)cs1	8	25	16	34	-1	-15	1	-9	1	0	6
CCOc1ccccc1Nc1cc(C)nc2ccccc12	4	-22	11	-3	16	8	16	1	8	-4	1
CC1(C(=O)NS(=O)(=O)c2ccccc2Cl)CCN1C(=O)Cc1cccs1 (stereo not given)	3	4	3	-13	u	-10	-42	-13	-4	9	x
CCC(=O)Nc1c(C)n[nH]c1C	14	2	10	-6	0	15	4	18	2	-10	-6
O=C(O)c1cnc(-c2ccccc2)nc1Sc1ccc(Cl)cc1Cl	3	61*	-3	-17	7	13	-26	5	-1	3	-6
CCOc1ccc(-n2c(=O)c3c4c(sc3n(CC(=O)NCCCOC)c2=O)CCCCC4)cc1	-7	10	-8	5	-3	-7	16	1	0	-15	-2
Cc1oc(-c2ccc3c(c2)OCCO3)cc1C(=O)O	18	84*	52*	106*	5	29	74*	14	-4	-11	0
